Compound activity deposited in PubChem BioAssay by several laboratories.
K1F lysis inhibition: inhibition of K1F phage lysis, E. coli UTI89, bacterial capsule biogenesis inhibitors, alamar blue (AID 488966); E. coli UTI89 K1F phage lysis, alamar blue, 2 h; higher % means a stronger effect; inhibition, % at 100 µM, or IC50 in µM where a hit was titrated; 340,000 compounds, 0.02% hits;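 active means phage lysis inhibition, versus mean bacterial control, above a set limit; inconclusive means no clear call, values can overlap the other calls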;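 further: capsule biogenesis inhibitors block K1F phage lysis so surviving cells raise fluorescence; higher fluorescence means more inhibition of phage lysis; actives were called in the ten point dose series up to 300 µM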
RSV antiviral HEp-2: RSV antiviral activity via CPE protection, HEp-2 cells, primary 10 µM value included (AID 2391). 310,000 compounds, 0.13% hits. one-dose CPE inhibition, % at 10 µM; IC50 in µM for titrated hits. HEp-2 cells, RSV-induced CPE inhibition; higher % means a stronger effect; in the data active means a potency from the dose series; inconclusive means CPE inhibition mostly from about 23% at the one dose, without a potency; inactive means the rest, 99 in 100 with CPE inhibition below about 21%; further: strong numbers were not always called active
P. falciparum M17LAP: P. falciparum M17LAP inhibitors, primary screen, biochemical, fluorogenic H-Leu-NHMec substrate, 1536-well (AID 1619). recombinant M17LAP, H-Leu-NHMec fluorogenic kinetic assay; higher % means a stronger effect. inhibition, % at 30 µM; hits with a dose series show IC50 in µM. 220,000 compounds, 0.38% hits;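 active means compound inhibiting the enzyme by more than half at any dose during confirmatory dose-response retesting; inconclusive means strong single-dose inhibitors picked by rank but not retested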;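 further: plate controls were full reaction with DMSO carrier for no effect and no enzyme background for full effect; strong numbers were not always called active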
T cell modulator: T cell immune modulation candidate; 2C CD8+ T cell-vesicle binding, flow cytometry; hits give low values; calls only at 7 µM; 330,000 compounds, 0.068% hits; AID 2052;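 active means response, share of CD8 T cells binding vesicles, and their 90th percentile fluorescence all below set limits, cut at about 80% in these data, passing the limit was not always enough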
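incubation = binding step 1.5 h, 37 °C, antibody labelling 20 min, ice | test system = 2C mouse CD8+ T cells | read-out basis = percent CD8+ FL2 mean versus row control | controls = Peptide-free naked vesicles (low) and QL9 vesicles with 0.7% DMSO vehicle (high) | detection = flow cytometry of vesicle-bound cells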
TNAP activators: human TNAP enzyme activators, primary screen, biochemical, luminescent, no phosphate acceptor, uHTS (AID 1001); purified TNAP, luminescent activation assay, no phosphate acceptor; higher activation fold means a stronger effect; activation fold at 20 µM, or EC50 in µM where a hit was titrated; 200,000 compounds, 0.03% hits; in the data active means activation fold from about 3, or a potency from the dose series; inactive means the rest, 99 in 100 with activation fold below about 1.6; further: many of its hits are not listed in these tables
PMI inhibitors: MPI enzyme activity inhibition – biochemical, fluorescence intensity, coupled assay, primary screen (AID 1209). purified PMI enzyme, coupled fluorescence intensity; higher % means a stronger effect. one-dose inhibition, % at 20 µM; IC50 in µM for titrated hits. 190,000 compounds, 0.42% hits;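 further: plate controls were DMSO vehicle for no effect and wells lacking substrate for full effect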
West Nile virus CPE: inhibition of WNV-induced cytopathic effect – cell-based, CPE readout (AID 1621). CPE inhibition, % at 10 µM, or IC50 in µM where a hit was titrated. 290,000 compounds, 0.02% hits. West Nile virus-infected cells, CPE inhibition; higher % means a stronger effect; in the data active means a potency from the dose series; inconclusive means CPE inhibition mostly from about 3.7% at the one dose, without a potency; inactive means the rest, 99 in 100 with CPE inhibition below about 2.2%; further: strong numbers were not always called active
PMI inhibition: MPI inhibition at elevated mannose 6-phosphate – biochemical, fluorescence intensity, high mannose 6-phosphate, primary screen (AID 1220); inhibition, % at 20 µM; hits with a dose series show IC50 in µM; 190,000 compounds, 0.66% hits; recombinant PMI enzyme, coupled fluorescence intensity; higher % means a stronger effect
M1AAP inhibition: malaria alanyl aminopeptidase activity blockers – biochemical, fluorogenic H-Leu-NHMec substrate, 1536-well (AID 1445); recombinant M1AAP, H-Leu-NHMec fluorogenic kinetic assay; higher % means a stronger effect; inhibition, % at 30 µM; hits with a dose series show IC50 in µM; 220,000 compounds, 0.42% hits;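 active means primary inhibition above the hit cutoff, then over 50% inhibition at one or more dose response concentrations, cut at about 23% in these data, passing the limit was not always enough; inconclusive means conflicting primary data, or primary hits not chosen for dose response; inactive means low primary inhibition, or under 50% at every dose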;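 further: plate controls were DMSO full reaction for no effect and no enzyme background for full effect; strong numbers were not always called active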
T cell modulator vesicle-bound %: also measured in T cell modulator; calls as there; double positive events, %; measured here: CD8+ vesicle-bound cell fraction;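 binding gate set so that unloaded-vesicle control wells show 10% double positive cells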
* hit, by the source's call; i = inactive; ? = inconclusive; . = no result given; [ ] = dose if it differs, or a comment. Unless noted, no stated cut-off is given here; in the data, active means inhibition above about 50%; inactive means the rest.

The opening 4 entries, ahead of the listing:
Value order: T cell modulator vesicle-bound %	West Nile virus CPE	T cell modulator	PMI inhibitors	TNAP activators	K1F lysis inhibition	RSV antiviral HEp-2	PMI inhibition	M1AAP inhibition	P. falciparum M17LAP
COc1ccc(CN2CCNC(=O)C2CC(=O)N(C)CCCN2CCOCC2)cc1C (stereo not drawn)
  29	-0.1%	i	.	.	0.2%	2.5%	.	.	.
CCOC(=O)Nc1nnc(/C=C/c2ccc(OC)cc2)s1
  42	-0.2%	i	4%	1.1	i	4.7%	1%	5%	-7%
N#Cc1c(N)nc2c(c1N)CC(=O)N2c1ccc(Cl)cc1
  60	-0.4%	i	18%	1.1	14%	1.2%	11%	6%	-49%
O=C(CSc1nc2c(c(=O)n1-c1ccc(F)cc1)SCC2)NCc1ccco1
  31	0.0%	i	0%	1.1	0.9%	-0.1%	1%	12%	11%

The listing, repeating the preview:
Value order: T cell modulator vesicle-bound %	West Nile virus CPE	T cell modulator	PMI inhibitors	TNAP activators	K1F lysis inhibition	RSV antiviral HEp-2	PMI inhibition	M1AAP inhibition	P. falciparum M17LAP
COc1ccc(CN2CCNC(=O)C2CC(=O)N(C)CCCN2CCOCC2)cc1C (stereo not drawn)
  29	-0.1%	i	.	.	0.2%	2.5%	.	.	.
CCOC(=O)Nc1nnc(/C=C/c2ccc(OC)cc2)s1
  42	-0.2%	i	4%	1.1	i	4.7%	1%	5%	-7%
N#Cc1c(N)nc2c(c1N)CC(=O)N2c1ccc(Cl)cc1
  60	-0.4%	i	18%	1.1	14%	1.2%	11%	6%	-49%
O=C(CSc1nc2c(c(=O)n1-c1ccc(F)cc1)SCC2)NCc1ccco1
  31	0.0%	i	0%	1.1	0.9%	-0.1%	1%	12%	11%
Cc1ccc(/C=N/NC(=O)c2ccc3nc[nH]c3c2)s1
  1	0.2%	i	-3%	1.4	0.4%	0.9%	-2%	11%	8%
CC(O)c1nc2ccccc2n1CCCc1ccccc1 (stereo not drawn)
  31	-1.1%	i	.	.	0.4%	0.4%	.	.	.
O=C(COc1ccc(Cl)cc1Cl)OCC(=O)N1CCCc2ccccc21
  59	-0.3%	i	16%	1.1	0.2%	2.9%	14%	-1%	6%
CNC(=S)Nc1ccc(C(N)=O)cc1
  41	0.0%	i	4%	1.1	2.0%	0.1%	6%	3%	-2%
Cc1cc(Nc2cccc(F)c2)n2c(n1)nc1ccccc12
  49	0.2%	i	-1%	1	0.6%	0.6%	3%	7%	-7%
CN(C(=O)CC1C(=O)NCCN1Cc1cccc(F)c1F)C1CCOCC1 (stereo not drawn)
  46	-0.1%	i	.	.	0.5%	0.6%	.	.	.
CCCc1nc2ccccc2n1CC(O)COc1ccc(NC(C)=O)cc1 (stereo not drawn)
  52	-0.2%	i	7%	1	0.1%	0.8%	5%	4%	8%
O=C(COc1ncnc2cc([N+](=O)[O-])ccc12)NC(=O)NC1CCCCC1
  60	0.9%	i	1%	1.1	-0.1%	1.4%	4%	4%	2%
Cc1cc(N)n(-c2nc(-c3cccnc3)nc3ccccc23)n1
  64	0.5%	i	3%	1.1	0.4%	2.3%	6%	-4%	3%
C/C(=N\NC(=O)c1c(Br)c(C)nn1C)c1ccc(NC(=O)C(C)Oc2ccc(Cl)cc2C)cc1 (stereo not drawn)
  44	0.3%	i	-5%	1.1	2.7%	12%	-5%	10%	12%
COc1ccc(-c2cc(=O)oc3cc(OCc4nn[nH]n4)ccc23)cc1
  42	0.3%	i	-3%	1.1	-0.2%	-1.3%	-2%	9%	34%
COc1ccc(N2C(=O)C3C4C=CC(C4)C3C2=O)c([N+](=O)[O-])c1 (stereo not drawn)
  10	0.0%	i	-4%	1.1	0.2%	-0.3%	-3%	5%	2%
O=C(Nc1cccc(Cl)c1Cl)c1ccccc1NC(=O)C1CC=CCC1C(=O)O (stereo not drawn)
  20	0.1%	i	.	.	0.0%	0.9%	.	.	.
CC(C(=O)O)N1C(=O)c2ccccc2C1=O (stereo not drawn)
  47	-0.6%	i	-8%	1.1	1.1%	0.1%	-7%	7%	-2%
CCOc1ccccc1C(=O)N/N=C/c1c[nH]c2ccccc12
  49	0.1%	i	14%	1.1	0.3%	0.3%	17%	2%	-1%
Cc1noc(C)c1C(=O)OCC(=O)Nc1cccc(S(N)(=O)=O)c1
  61	-0.2%	i	1%	1.1	0.1%	0.6%	-4%	11%	1%
O=S(=O)(NC1=NCCCCC1)c1ccc2sc(NS(=O)(=O)c3ccc4ccccc4c3)nc2c1
  23	-0.1%	i	.	.	0.2%	1.3%	.	?	25%
O=C(NN=C1CCCC1)NC1CCCCC1
  47	0.9%	i	-12%	1	2.9%[50 µM]	-0.1%	-8%	8%	0%
CCCCC(=O)NC(c1ccco1)c1c(O)ccc2ccccc12 (stereo not drawn)
  33	-0.7%	i	38%	1.1	0.2%	2.9%	30%	6%	-6%
CS(=O)(=O)N1CCN(c2ccc(NC(=O)c3cccnc3Cl)cc2)CC1
  34	0.0%	i	-10%	1.1	1.8%	0.9%	-3%	7%	-8%
COc1ccccc1C(=O)N/C(=C/c1ccc(Br)cc1)C(=O)N1CCCC1
  46	-0.4%	i	-1%	1	0.4%	1.8%	-8%	8%	8%
O=C(COC(=O)c1n[nH]c2ccccc12)NC(=O)NC12CC3CC(CC(C3)C1)C2
  52	-0.5%	i	11%	1	0.7%	0.1%	15%	-6%	-1%
O=C(CSc1nc(N2CCOCC2)nc(N2CCOCC2)n1)Nc1ccc([N+](=O)[O-])cc1
  63	-0.3%	i	.	.	0.1%	0.8%	.	.	.
Cc1ccc(CCNC(=O)CCS(=O)(=O)Cc2ccc(C)cc2)cc1
  33	0.3%	i	.	.	-0.1%	0.6%	.	.	.
c1nc(NC2CCCCCC2)c2[nH]cnc2n1
  43	0.1%	i	17%	1.9	-0.3%	3.6%	15%	1%	55%
Cc1ccc(C(=O)NC(N2CCCC2)C(Cl)(Cl)Cl)cc1 (stereo not drawn)
  16	-0.7%	i	4%	1.1	0.0%	1.0%	5%	6%	8%
O=C(C(Cc1ccccc1)N1C(=O)c2ccccc2C1=O)N1CCc2ccccc21 (stereo not drawn)
  12	0.3%	i	3%	1	0.6%	7.9%	1%	-3%	12%
CC(C)c1nnc(NC(=O)C2CCCN2C(=O)Nc2ccccc2F)s1 (stereo not drawn)
  36	0.1%	i	-3%	1	-0.4%[50 µM]	-0.7%	-1%	-4%	5%
S=C(NC1CCCCC1)N1CCN(Cc2ccccc2Cl)CC1
  40	-1.2%	i	20%	1.1	-0.2%	?	20%	1%	1%
CCOC(=O)C1CCN(C(=O)COc2ccc(N(C)S(=O)(=O)c3ccc(OCC)cc3)cc2)CC1
  11	0.4%	i	9%	1.1	0.0%	1.5%	10%	-2%	8%
CCc1nc2ccc(C(=O)N3CCN(c4cccc(C)c4C)CC3)cc2nc1CC
  31	-0.1%	i	.	.	1.0%	13%	.	.	.
Cc1ccccc1N1CC(C(=O)Nc2nnc(SCCC3OCCO3)s2)CC1=O (stereo not drawn)
  70	-0.1%	i	.	.	-0.1%	2.0%	.	.	.
O=C1C2C(c3ccccc3)C=CC(c3ccccc3)C2C(=O)N1c1ccncc1 (stereo not drawn)
  51	0.3%	i	-4%	1.1	-0.1%	-0.1%	-11%	8%	3%
COc1cccc(CN(C(=O)Cn2nnc(-c3ccccc3F)n2)C(C(=O)NC(C)(C)C)c2ccncc2)c1 (stereo not drawn)
  43	-0.5%	i	10%	1	-0.8%	-1.2%	4%	14%	9%
O=c1c(C=NCC2CCCO2)c(-c2ccccc2)[nH]n1-c1ccc([N+](=O)[O-])cc1 (stereo not drawn)
  8	0.6%	i	.	.	0.3%	1.5%	.	-1%	2%
CC(=O)N1N=C(c2ccc3ccccc3c2)OC1(C)C
  61	0.3%	i	3%	1.1	2.1%[50 µM]	8.5%	3%	8%	-12%
CCc1cc2cc(C)cc(C)c2nc1SCC(=O)N1CCCC1
  14	0.2%	i	-6%	1.1	5.6%	2.5%	-5%	0%	-4%
COC(=O)c1ccc2c(=O)n(Cc3ccc(C(=O)NCCCN4CCOCC4)cc3)c(=S)[nH]c2c1
  40	0.0%	i	.	.	0.3%	-1.4%	.	.	.
CN=c1sc2ccccc2n1CC(O)c1ccccc1 (stereo not drawn)
  25	-1.1%	i	0%	1.1	-2.3%	2.3%	0%	.	.
O=C(N/N=C/c1cccc(O)c1)c1cc(-c2ccccc2)nc2ccccc12
  60	-0.9%	i	.	.	0.3%	4.4%	.	.	.
Clc1ccccc1Cn1nnc(-c2cccs2)n1
  45	0.0%	i	10%	1.1	0.6%	3.5%	9%	-3%	-9%
CCc1nnc(NC(=O)CSc2nnc(C)n2Cc2ccccc2)s1
  9	-0.4%	i	-8%	1.1	2.6%	0.7%	1%	-2%	8%
Fc1ccc(/C=N/n2cnn(Cc3ccccc3Cl)c2=S)cc1
  53	0.1%	i	38%	1.1	1.1%	-0.1%	15%	4%	6%
COc1ccc(OC)c(S(=O)(=O)NC(N)=NCCc2ccccc2OC)c1
  62	.	i	-1%	1.1	.	-0.2%	-2%	7%	2%
CSC1=NCCN1C(=O)c1ccc(S(=O)(=O)N2CCOCC2)cc1
  36	0.0%	i	12%	1.2	-0.6%	0.9%	11%	5%	-6%
Cc1ccccc1Oc1ccc(NC(=O)C2CC=CCC2C(=O)O)cc1 (stereo not drawn)
  38	-0.7%	i	1%	1.1	4.8%	3.0%	1%	3%	1.3µM*
COc1ccc(N2CCCCn3c2nc2c3c(=O)[nH]c(=O)n2C)cc1
  4	0.7%	i	7%	1.1	0.1%	1.8%	6%	7%	13%
C#CC1(O)CC(C)NCC1(C)CCC#N (stereo not drawn)
  41	0.7%	i	4%	1.2	0.2%	1.7%	2%	1%	14%

No enrichment for hits, and some 1.5% of all compounds hit somewhere here.
